# Source: PubChem
# CSN inh: inhibitors of CSN-mediated cullin deneddylation, primary screen, biochemical, fluorescence polarization, uHTS | inhibition, % at 12.5 µM | 0.38% of 360,000 active | Purified CSN, SCF-Nedd8-OG deneddylation;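 active = pattern-corrected inhibition above about 35%, with an unprinted fluorescence ratio check between 0.5 and 1.5, limit read from the data, passing the limit was not always enough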;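 also: 0% = enzyme with substrate and 100% = substrate without enzyme; some results filed as inactive read as strong as hits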
# Target sequence (Q92905 whole entry, looked up, one chain of several): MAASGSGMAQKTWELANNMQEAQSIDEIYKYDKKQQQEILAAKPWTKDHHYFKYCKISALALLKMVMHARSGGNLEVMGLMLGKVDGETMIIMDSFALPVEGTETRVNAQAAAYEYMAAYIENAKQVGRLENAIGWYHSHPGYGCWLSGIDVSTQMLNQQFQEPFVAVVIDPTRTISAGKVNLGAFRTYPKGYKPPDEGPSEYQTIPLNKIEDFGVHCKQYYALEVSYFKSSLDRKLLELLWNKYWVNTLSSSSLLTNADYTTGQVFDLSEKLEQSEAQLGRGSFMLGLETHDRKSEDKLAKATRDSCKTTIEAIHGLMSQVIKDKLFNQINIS
#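 Assay system: HEK293T-derived human Csn5 enzyme; quantity: 0.24 nM enzyme; medium: Tris/NaCl/DTT buffer, pH 7.5; also added: substrate SCFSkp2-Nedd8OG, 10 nM; doses: 12.5 µM compound; schedule: 90 min reaction at room temperature; signal: FP; read-out: % inhibition of substrate cleavage by Csn5; benchmarks: substrate-only high control, full reaction low control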
# eLon inh: inhibitors of E. coli Lon protease, primary screen, biochemical, fluorescence polarization; P0A9M0; purified E. coli Lon protease; inhibition, % at 7.94 µM; 0.42% of 360,000 active; AID 602123, 2011; in the data active = inhibition above about 13%, passing the limit was not always enough;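 also: 0% = enzyme with probe and DMSO and 100% = no enzyme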
# Tb MetRS inh: T. brucei MetRS inhibitors, primary screen, biochemical, luminescence; purified T. brucei MetRS, ATP depletion, Kinase-Glo luminescence; inhibition, % at 11.9 µM; 0.4% of 360,000 active;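 active = inhibition above a per-plate cutoff of the control wells' mean inhibition plus 3 SD, cut at about 5.5% in these data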;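 also: 0% = DMSO wells median and 100% = median of wells with control inhibitor compound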
#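 Material: T. brucei methionyl-tRNA synthetase, purified; reagent: substrates ATP, L-methionine and bulk Escherichia coli tRNA; dosing: 11.9 µM single point; timing: 15 min plus 2 h at 25 °C; detection: luminescence of leftover ATP; evaluation: % inhibition; control set: DMSO-only wells as low control; replicates: singlicate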
# PABP1 MLLE inh: inhibitors of PABP1 MLLE–PAM2 peptide binding, primary screen, biochemical, fluorescence polarization, FITC-PAM2, GST-MLLE; Polyadenylate-binding protein 1 (Homo sapiens), P11940; inhibition, % at 20 µM; 0.36% of 360,000 active; in the data active = inhibition above about 35%, passing the limit was not always enough;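 also: plate controls were DMSO wells with GST-MLLE for no effect and wells lacking GST-MLLE protein for full effect; some results filed as inactive read as strong as hits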
# Target sequence (P11940 whole entry, looked up): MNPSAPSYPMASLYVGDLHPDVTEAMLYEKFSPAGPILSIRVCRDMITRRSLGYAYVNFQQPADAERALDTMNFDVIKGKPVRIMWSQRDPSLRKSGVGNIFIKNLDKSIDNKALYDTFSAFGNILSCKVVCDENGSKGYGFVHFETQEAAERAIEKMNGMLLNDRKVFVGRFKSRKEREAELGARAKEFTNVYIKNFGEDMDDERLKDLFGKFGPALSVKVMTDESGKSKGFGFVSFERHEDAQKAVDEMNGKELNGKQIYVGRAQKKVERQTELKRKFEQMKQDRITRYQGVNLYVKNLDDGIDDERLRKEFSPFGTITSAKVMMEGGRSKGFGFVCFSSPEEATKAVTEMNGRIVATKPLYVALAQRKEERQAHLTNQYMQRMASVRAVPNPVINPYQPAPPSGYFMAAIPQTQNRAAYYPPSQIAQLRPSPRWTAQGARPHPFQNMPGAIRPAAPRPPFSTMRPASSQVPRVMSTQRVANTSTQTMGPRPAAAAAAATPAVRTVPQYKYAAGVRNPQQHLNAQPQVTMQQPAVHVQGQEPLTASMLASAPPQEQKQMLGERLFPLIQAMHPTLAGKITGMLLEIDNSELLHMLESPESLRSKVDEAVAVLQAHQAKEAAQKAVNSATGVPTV
# Rin1 Abl inh: inhibitors of Rin1-Abl protein binding, primary screen, biochemical, TR-FRET. inhibition, % at 7.35 µM. 0.4% of 360,000 active. AID 588664, 2011. Tyrosine-protein kinase ABL1 (Homo sapiens) + Ras and Rab interactor 1 (Homo sapiens), …; in the data active = inhibition above about 5%, passing the limit was not always enough
# bovine MsrA act: bovine MsrA enzyme activators, primary screen, biochemical, absorbance, HTS. purified bovine MsrA, absorbance read-out. 0.3% of 360,000 active. AID 602163, 2012. activation, % at 10.6 µM. Methionine sulfoxide reductase A (Bos taurus); in the data active = activation above about 7.5%;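 also: 0% = vehicle and 100% = reference activator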
# MsrA inh: bovine MsrA enzyme inhibitors, primary screen, biochemical, absorbance, HTS | purified bovine MsrA, absorbance read-out | AID 651718, 2012 | 0.75% of 360,000 active | inhibition, % at 15.5 µM | Methionine sulfoxide reductase A (Bos taurus); in the data active = inhibition above about 4.5%;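 also: 0% = vehicle wells with enzyme and 100% = reference inhibitor wells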
# FAS TE block: FAS thioesterase domain inhibitors, primary screen, biochemical, fluorescence intensity, uHTS; Fatty acid synthase (Homo sapiens), P49327; recombinant FAS-TE, OMFH fluorogenic substrate, fluorescence endpoint; inhibition, % at 15 µM; 0.67% of 360,000 active;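 active = compounds whose normalised, plate-corrected inhibition of enzyme fluorescence in the single-dose primary screen is 50% or more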;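 also: 0% = DMSO with enzyme and 100% = substrate without enzyme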
# Neddyl block: inhibitors of cullin neddylation, primary screen, biochemical, TR-FRET, uHTS, NAE and Ubc12. NEDD8-conjugating enzyme Ubc12 (Homo sapiens) + NEDD8-activating enzyme E1 regulatory …. calls only at 25 µM. 0.58% of 360,000 active. AID 651699, 2012; in the data active = inhibition above about 36%
# * hit, by the source's call; i = inactive; nt = no result given.
SMILES	CSN inh	eLon inh	Tb MetRS inh	PABP1 MLLE inh	Rin1 Abl inh	bovine MsrA act	MsrA inh	FAS TE block	Neddyl block
O=C1OCCN1C(=O)[C@H]1[C@H](c2ccc([N+](=O)[O-])cc2)C(c2ccccc2)=NN1c1ccccc1	-1	-1	0.3	7	-2	-2	2.5	78*	i
CCOC(=O)N1CCN(C(=O)COC(=O)C2CCN(S(=O)(=O)c3ccc(C)c(C)c3)CC2)CC1	-5	-11	-0.2	0	2	-1	-0.8	-3	i
CNc1nc(-c2ccc3c(c2)CCN3C(=O)c2ccc(F)cc2)cs1	1	-3	-0.5	5	5	-1	3.1	8	i
CC(C)c1ccc2oc(-c3ccc(NC(=O)c4ncn[nH]4)cc3)nc2c1	-3	nt	nt	3	nt	nt	0.3	-113	nt
CCOC(=O)Cc1csc(NC(=O)COc2ccccc2OCC)n1	-5	-2	-1.1	1	0	-9	0.4	-4	i
Cc1cc(C)n(-c2nnc(Cl)c3ccccc23)n1	-2	-8	-0.9	-1	-1	-7	0.2	-6	i
CCOC(=O)[C@]12CCC=C1N(Cc1ccccc1)C(=O)[C@H](CC(=O)N1CCCCC1)C2	3	3	-1.4	nt	nt	-7	1.9	-7	i
CC(=O)Oc1ccc(Cn2c(C)c(C(=O)NCc3ccccc3C(F)(F)F)sc2=O)cc1	-3	0	0.1	7	2	-2	-1.1	17	i
Cc1cccnc1NC(=O)COc1ccc2c(c1)CCC2	-1	-1	-0.6	18	1	-6	0.7	-7	i
O=[N+]([O-])c1ccc(Cl)c(/C=N/N2CCN(Cc3ccccc3Cl)CC2)c1	-4	5	-1.0	8	2	-6	-0.6	20	i
COc1ccccc1N(CC(=O)Nc1cc(C)on1)S(=O)(=O)c1cccc(C(F)(F)F)c1	-4	-14	-0.2	-1	1	0	0.1	15	i
CCn1c(N)c(Br)c(=O)[nH]c1=O	1	6	-0.4	-37	-1	-5	-0.3	-8	i

# Three compounds picked at random from those above:
SMILES	CSN inh	eLon inh	Tb MetRS inh	PABP1 MLLE inh	Rin1 Abl inh	bovine MsrA act	MsrA inh	FAS TE block	Neddyl block
CCOC(=O)Cc1csc(NC(=O)COc2ccccc2OCC)n1	-5	-2	-1.1	1	0	-9	0.4	-4	i
CC(=O)Oc1ccc(Cn2c(C)c(C(=O)NCc3ccccc3C(F)(F)F)sc2=O)cc1	-3	0	0.1	7	2	-2	-1.1	17	i
O=[N+]([O-])c1ccc(Cl)c(/C=N/N2CCN(Cc3ccccc3Cl)CC2)c1	-4	5	-1.0	8	2	-6	-0.6	20	i

# Continuation:
SMILES	CSN inh	eLon inh	Tb MetRS inh	PABP1 MLLE inh	Rin1 Abl inh	bovine MsrA act	MsrA inh	FAS TE block	Neddyl block
COc1ccc(C(=O)N(C)C(C)c2nccs2)cc1OC1CCN(C(C)=O)CC1 (stereo not drawn)	-3	2	-0.1	1	0	-6	-0.1	-6	i
CCOC(=O)CNC(=O)c1cccnc1Oc1ccc(Cl)cc1	-5	-8	-1.2	-6	3	-9	0.8	-5	i
Cc1cc(C)cc(NC(=O)C2CCCN(c3nccc(C)n3)C2)c1 (stereo not drawn)	-1	5	-0.9	-8	4	-4	nt	3	i
O=C(COC(=O)c1cnccn1)c1ccc(OC(=O)c2ccccc2)cc1	-4	8	-0.2	5	-5	-1	1.0	-5	i
COc1ccc(NC(=O)C2CC(=O)N/C(=N/NC(=O)c3ccc(Cl)cc3)S2)cc1 (stereo not drawn)	1	-10	0.2	7	-5	-3	-1.4	5	i
CCCCNCCS(=O)(=O)NCc1ccccc1	-2	-5	-0.2	5	-3	-1	-0.8	-7	i
Cc1ccnn1CC(=O)N/N=C/c1c[nH]c2ccccc12	6	10	0.5	-11	-4	-3	1.4	-4	i
O=C1OC2(CCCCC2)OC(=O)C1=CNc1nc2ccccc2s1	-4	-2	-0.5	9	3	-1	0.3	-5	i
Cc1c(C)c(C)c(S(=O)(=O)N2CCSCC2)c(C)c1C	-2	2	-0.9	1	1	-2	-0.7	15	i
CC(=O)c1cnn(-c2nc3c(C)cccc3s2)c1C	-1	-9	-0.5	-9	-1	-1	0.5	4	i
O=S(=O)(NC1CCN(S(=O)(=O)c2ccc3c(c2)OCCO3)C1)c1c(F)cccc1F (stereo not drawn)	-1	3	-0.1	10	3	-1	-0.3	-2	i
Cc1noc(C)c1COC(=O)c1ccc2c(c1)OCO2	3	8	-0.1	18	-2	-6	-0.7	-5	i
COc1cccc(NC(=O)CSc2nc3ccccc3nc2N2CCOCC2)c1	-1	-4	0.5	-10	-2	-1	1.2	14	i
COc1ccc(Nc2nc(N3CCCCC3)c3ccccc3n2)cc1	2	0	0.0	-1	-1	-3	-1.4	-2	i
O=C(C[n+]1cc(Br)cc(Br)c1)c1ccc(Cl)cc1	6	4	-0.4	0	-1	-2	-1.3	-3	i
C=CCn1c(C)nnc1SCC(=O)Nc1nc(C)c(C(=O)N(C)C)s1	2	-6	0.7	6	13*	-3	-1.2	-4	i
Cc1ccc([C@@H]2CC=C(C(=O)O)[C@H](c3cccc(Cl)c3)N2S(=O)(=O)c2ccc(C)cc2)cc1	4	-4	0.6	0	-1	-2	-1.0	8	i
O=C(Nc1ccc(NC(=O)c2cccs2)cc1)c1ccc2c(c1)OCO2	1	3	-0.5	12	0	-2	2.1	-2	i
CCCOc1ccc(Cc2nn3c(=O)/c(=C/c4ccco4)sc3nc2=O)cc1	13	5	-0.5	2	-4	0	1.6	2	i
CC(=O)Nc1nc(-c2cc([N+](=O)[O-])cs2)cs1	-3	6	-0.7	-3	1	-14	0.2	-8	i
OC(CC#CCN1CCCC1)(c1ccccc1)c1ccccc1	-1	7	-0.4	9	-3	-2	0.7	-10	i
Cc1cc(NC(=O)CSc2nc(=O)n3cccc(C)c3n2)no1	-2	1	-0.3	7	1	-3	-0.1	-4	i
CCO[C@H]1OC(C(=O)NC2CC2)=C[C@@H](c2csc3ccccc23)[C@@H]1CCCO	3	-7	-0.1	2	2	0	0.3	-3	i
CCOc1ccc(NC(=O)CN(C)C(=O)CCSc2ccc(F)cc2)cc1OCC	2	1	-0.4	2	0	-4	-0.8	-1	i

# Entries above that have two or more sulfur atoms:
SMILES	CSN inh	eLon inh	Tb MetRS inh	PABP1 MLLE inh	Rin1 Abl inh	bovine MsrA act	MsrA inh	FAS TE block	Neddyl block
Cc1c(C)c(C)c(S(=O)(=O)N2CCSCC2)c(C)c1C	-2	2	-0.9	1	1	-2	-0.7	15	i
O=S(=O)(NC1CCN(S(=O)(=O)c2ccc3c(c2)OCCO3)C1)c1c(F)cccc1F (stereo not drawn)	-1	3	-0.1	10	3	-1	-0.3	-2	i
C=CCn1c(C)nnc1SCC(=O)Nc1nc(C)c(C(=O)N(C)C)s1	2	-6	0.7	6	13*	-3	-1.2	-4	i
CC(=O)Nc1nc(-c2cc([N+](=O)[O-])cs2)cs1	-3	6	-0.7	-3	1	-14	0.2	-8	i

# Additional structures.
SMILES	CSN inh	eLon inh	Tb MetRS inh	PABP1 MLLE inh	Rin1 Abl inh	bovine MsrA act	MsrA inh	FAS TE block	Neddyl block
CC[C@@H]1CCCCc2ccccc2[C@@H](C(=O)C[C@H](O)CC(C)=O)OC1=O	-1	-1	0.2	-16	-4	-1	1.9	-7	i
COc1ccc(OCCn2ccnc2)cc1	4	-12	0.0	-2	2	-4	-0.8	-4	i
COc1cccc(NC(=O)c2ccc(CN3CCc4ccccc4C3)cc2)c1	6	0	-1.2	0	1	-7	1.0	15	i
Cc1c(Cl)cccc1NC(=S)N(Cc1ccccc1)Cc1cccnc1	-1	-2	-0.9	-24	2	-7	0.1	16	i
O=C(NC(=S)N1CCN(c2ccccc2)CC1)c1ccc(S(=O)(=O)N2CCOCC2)cc1	1	-7	-0.1	-52	-3	-3	-0.1	0	i
O=C(Nc1ccc2ccccc2c1)C(c1ccccc1F)n1c(=O)c(-c2cc3ccccc3[nH]2)nc2ccccc21 (stereo not drawn)	1	nt	-0.1	nt	nt	nt	0.9	nt	nt
Cc1ccc(Nc2cc(-n3nc(C)cc3C)ncn2)cc1	0	-3	-1.3	1	6	-5	1.1	-5	i
CC1(NC(=O)c2cccc(S(=O)(=O)N3CCCc4ccccc43)c2)CCS(=O)(=O)C1 (stereo not drawn)	-2	5	-0.2	-13	1	-1	-1.3	-3	i
N#Cc1cc2cc3c(cc2nc1SCC(=O)N1CCOCC1)OCO3	-1	-3	-0.9	5	-3	-2	0.5	8	i
CCN(CC)c1ccc(C(=O)NNC(=O)Cn2c(=O)cnc3ccccc32)cc1	-3	-6	-0.4	0	-4	-8	1.7	-8	i
COC(=O)c1ccc(COc2cc(O)c3c(c2)OC(C)(C)CC3=O)cc1	-4	1	-1.4	0	1	-1	-0.2	16	i
CC1CC(C)CN(C(=O)Cn2c(=O)n(CCCCC(=O)NC3CCCC3)c(=O)c3ccccc32)C1 (stereo not drawn)	4	-7	-1.0	3	1	-11	-0.1	-8	i
COC(=O)CSc1nc2c(c(C3CC=CCC3)c1C#N)CCC2 (stereo not drawn)	-3	-6	0.3	-6	-25	1	0.1	9	i
CC(C(=O)Nc1ccc2c(c1)OCCO2)c1ccc([N+](=O)[O-])cc1 (stereo not drawn)	-2	3	-0.8	-13	0	-6	0.3	25	i
COc1ccc(NC(=O)/C(C#N)=C/c2ccc(OCCN3CCOCC3)c(OC)c2)c(OC)c1	-1	8	0.0	-9	1	-7	nt	-2	i
COc1cc(-c2nc(CN3CCN(C(=O)c4ccco4)CC3)c(C)o2)ccc1F	5	-9	-0.2	6	5	-6	-0.2	-4	i
CCCN1Cc2cccc(C(=O)Nc3ccc4c(c3)OCO4)c2C1=O	-2	-3	-3.1	-7	-1	-10	0.3	3	i
Cc1ccccc1NC(=O)c1nc2nccc(C)n2n1	-8	-13	-0.2	9	-6	-4	nt	-3	i
COC(=O)c1ccccc1NC(=O)Oc1ccc(C(C)C)cc1	7	-2	-0.4	-8	-3	-3	nt	14	i
COc1ccccc1/C=C(/C(=O)NCCCn1ccnc1)c1ccccc1	-1	-1	-0.8	0	-2	-2	0.7	-7	i
Oc1ccc(/C=N/Nc2ccc(C(F)(F)F)cn2)cc1	3	7	-0.3	7	-4	1	5.5*	14	i
Cc1cc(Br)cc2c(C(=O)NCC3CCCO3)cc(-c3ccccc3)nc12 (stereo not drawn)	2	-3	-0.4	-6	-5	-1	-0.7	12	i
O=C(NC1=NCCS1)C1Cc2ccccc2CN1C(=O)c1ccccc1 (stereo not drawn)	0	2	-0.1	15	-3	-3	-0.5	-12	i
Cc1ccc(N(CC(=O)Nc2c(C)n(C)n(-c3ccccc3)c2=O)S(C)(=O)=O)cc1C	-1	-6	-0.5	1	-2	-3	0.7	-8	i
